# Source: PubChem
# LmPK inhibitor = blocks Leishmania mexicana pyruvate kinase activity | Q27686 | purified LmPK, Kinase-Glo ATP luminescence, 1 h | 290,000 compounds, 0.37% hits | Potency, µM (series often up to 57.5 µM), inactives show top-dose activity change, negative = inhibition, hits mostly inhibitors; also: potency is read from the fitted curve at half-maximal effect
# Target sequence (Q27686 whole entry, looked up): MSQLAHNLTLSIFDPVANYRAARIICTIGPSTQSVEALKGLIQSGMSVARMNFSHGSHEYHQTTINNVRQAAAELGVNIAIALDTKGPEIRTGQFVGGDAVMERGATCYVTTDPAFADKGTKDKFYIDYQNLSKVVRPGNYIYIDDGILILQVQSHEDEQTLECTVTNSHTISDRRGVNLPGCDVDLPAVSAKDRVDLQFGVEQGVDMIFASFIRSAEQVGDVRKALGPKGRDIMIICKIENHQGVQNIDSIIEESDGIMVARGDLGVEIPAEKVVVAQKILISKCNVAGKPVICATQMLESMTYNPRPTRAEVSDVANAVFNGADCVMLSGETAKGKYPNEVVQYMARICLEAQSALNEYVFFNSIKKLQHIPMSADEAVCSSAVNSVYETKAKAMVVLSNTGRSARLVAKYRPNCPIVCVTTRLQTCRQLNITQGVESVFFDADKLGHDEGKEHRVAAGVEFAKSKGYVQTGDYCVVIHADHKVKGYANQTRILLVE
#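 Screened at intermediate enzyme activity to detect both inhibitors and activators: LmPK at 0.1 nM, with a 0.5 nM enzyme column as activation reference. PEP 0.5 mM, ADP 0.1 mM; ATP detected by luminescence after 1 h.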
# TbPYK inhibitor = blocks Trypanosoma brucei pyruvate kinase; AID 624173; Q57TT1; 410,000 compounds, 0.12% hits; Potency, µM (highest dose often 76.8 µM), for the others: at the highest dose activity, negative = inhibition, usual class: inhibitors; TbPYK enzyme, Kinase-Glo Plus ATP luminescence, 45 min; also: potency is read from the fitted curve at half-maximal effect; nearly all actives have a fitted effect of over 50% in size
#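 In this concentration-response screen, enzyme-free wells defined baseline while DMSO plates tracked drift. Each reaction combined TbPYK, substrate, compound and 130 uM ADP for 45 min at room temperature. Kinase-Glo Plus luminescence gave the signal.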
# Sm TGR inh = S. mansoni TGR enzyme inhibition. purified TGR, DTNB reduction, TNB absorbance 405 nm. Potency, µM (doses to about 114 µM), without a hit: top-dose activity change, negative = inhibition, most hits filed as inhibitors. 360,000 compounds, 3% hits. Q962Y6; also: potency is read from the fitted curve at half-maximal effect; nearly all actives have a fitted effect of over 60% in size
#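 Kinetic colorimetric format: TGR-catalysed, NADPH-driven DTNB reduction monitored via TNB absorbance. Enzyme dispensed at 20 nM; compound exposure 15 min at room temperature before reaction start.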
# AmpC no deterg = inhibitors of E. coli AmpC beta-lactamase without detergent; AmpC nitrocefin hydrolysis, absorbance 480 nm, 0.0001% Triton; Potency, µM (doses to about 57.1 µM), without a hit: at the highest dose activity change, negative = inhibition, actives largely listed as inhibitors; 330,000 compounds, 0.52% hits; AID 485341;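 also: potency is read from the fitted curve at half-maximal effect; plate controls were no compound for no effect and no enzyme for full effect; nearly all actives have a fitted effect of over 20% in size; some results filed as inactive show a strong effect at the top dose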
# Target sequence (P00811 whole entry, looked up): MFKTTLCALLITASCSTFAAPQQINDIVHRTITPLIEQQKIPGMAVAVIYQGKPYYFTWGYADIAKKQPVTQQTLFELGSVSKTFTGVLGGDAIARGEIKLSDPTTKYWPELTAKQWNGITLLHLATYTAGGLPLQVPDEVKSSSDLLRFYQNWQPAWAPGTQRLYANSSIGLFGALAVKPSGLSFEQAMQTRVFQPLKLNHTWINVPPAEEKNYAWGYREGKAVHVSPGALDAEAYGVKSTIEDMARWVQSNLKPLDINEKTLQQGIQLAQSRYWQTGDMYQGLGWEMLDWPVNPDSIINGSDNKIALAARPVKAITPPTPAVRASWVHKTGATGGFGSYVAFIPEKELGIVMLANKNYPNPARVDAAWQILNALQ
#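 AmpC (5.3 nM in the dispensed reagent) in 20 mM phosphate pH 7.0 with 0.01% (detergent screen) or 0.0001% Triton X-100 was preincubated with compounds for 15 min at room temperature. Nitrocefin was then added from an 800 uM solution, and hydrolysis was followed at 480 nm.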
# AMA1 RON2 block = AMA1-RON2 (P. falciparum) interaction inhibition; AID 720542; 360,000 compounds, 0.2% hits; AlphaScreen AMA1-biotinylated RON2 peptide binding; Potency, µM (titrated, usually from 58.2 µM), inactives show at the highest dose activity change, negative = inhibition, usual class: inhibitors;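 also: potency is read from the fitted curve at half-maximal effect; 0% = vehicle wells and -100% = peptide control; nearly all actives have a fitted effect of over 45% in size; some results filed as inactive show a strong effect at the top dose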
#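 AMA1 (3D7) with his tag at 25 nM final met compounds first, then biotinylated RON2 peptide at 25 nM; detection used donor plus acceptor beads, 10 µg/mL apiece, read by AlphaScreen after 30 min at room temperature.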
# HCMV antiviral = inhibitors of human cytomegalovirus | HFF cells, HCMV-luciferase reporter, 72 h; active compounds read low | activity change, negative = inhibition, % at 57.5 µM | 410,000 compounds, 4.5% hits; in the data active = activity change below about -60%; inconclusive = no clear call, values can overlap the other calls; inactive = above about -39%
#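 Cell-based, HFFs, 1000 cells/well, 16 h 37C; cpds in DMSO + HCMV-luc, MOI 1 PFU/cell; 72 h 37C; OneGlo luminescence after 5 min RT; norm. to buffer vs Salinomycin 10uM.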
# AmpC detergent = blocks E. coli AmpC beta-lactamase in detergent assay; Potency, µM (top dose mostly 114 µM), for the others: top-dose activity change, negative = inhibition, hits mostly inhibitors; P00811; AmpC hydrolysis of nitrocefin, absorbance 480 nm, 0.01% Triton; 370,000 compounds, 0.041% hits; AID 485294;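 also: potency is read from the fitted curve at half-maximal effect; 0% = no-compound wells and -100% = no-enzyme wells; nearly all actives have a fitted effect of over 25% in size; some results filed as inactive show a strong effect at the top dose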
#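 AmpC (5.3 nM in the dispensed reagent) in 20 mM phosphate pH 7.0 with 0.01% (detergent screen) or 0.0001% Triton X-100 was preincubated with compounds for 15 min at room temperature. Nitrocefin was then added from an 800 uM solution, and hydrolysis was followed at 480 nm.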
# An asterisk follows results filed as active; ? = inconclusive; . = no result given; & = joins results of further samples; ! = repeats disagree; [ ] = another dose, or the depositor's remark. Unless noted, calls follow the shape of the dose curve; as a rule, active = well fitted curve in the direction sought with a large enough effect; inconclusive = small, poorly fitted or top-dose-only effect, or another doubt; inactive = no such curve, though single readings can be large; an effect the other way counts as inactive or inconclusive. Unless noted, % is scaled to controls: 0 for no effect and ±100 for the full control effect.
SMILES,LmPK inhibitor,TbPYK inhibitor,Sm TGR inh,AmpC no deterg,AMA1 RON2 block,HCMV antiviral,AmpC detergent
Cc1cc(N=Nc2ccc3ccccc3c2)ccc1O,-4%,-4%,9%,-37%,-30%,50,?
O=C(NCc1ccc2c(c1)OCO2)c1cc(=O)[nH]c2ccccc12,1%,-7%,5%,-14%,-5%,-1,0%
O=C1CC(c2ccc(F)cc2)Cc2nc(NCC3CCCO3)ncc21 (stereo not drawn),-3%,-2%,4%,154%[activator],-9%,-17,-9%
CCn1cc(C2=NOC(C(=O)Nc3c(C)nn(Cc4ccc(F)cc4)c3C)C2)c(C)n1 (stereo not drawn),0%,3%,5%,28%,-2%,-19,?
Cc1ccc(S(=O)(=O)N2CCCCC2)cc1C(=O)NCCN1CCOCC1,.,-2%,-3%,-6%,-1%,10,?
CCCCNC(=O)c1cnc2c(-c3ccc(OCC)c(OCC)c3)c(C)nn2c1-c1ccccc1,.,2%,2%,.,.,-1,18%
C/C(=N\NC(=O)CNC(=O)c1ccco1)c1ccc(Br)cc1,-3%,-4%,-7%,-7%,3%,?,5%
CCOC(=O)C1CCCN(C2CC(=O)N(c3cccc(C(F)(F)F)c3)C2=O)C1 (stereo not drawn),-2%,5%,?,5%,7%,21,-13%
Cc1ccc(S(=O)(=O)N2CCN(S(=O)(=O)N3CCCCCC3)CC2)cc1,8%,6%,3%,3%,13%,-26,-7%
C=CCn1c(NCc2ccc(OC)cc2O)nc2ccccc21,-2%,7%,-6%,-33%,-8%,29,?
COc1ccc(Nc2ncc3c(n2)CCN(C(=O)OC(C)(C)C)C3)cc1,.,-4%,1%,.,.,12,3%
N#CCC(=O)Nc1ccc(C(=O)Nc2cccc(S(N)(=O)=O)c2)cc1,4%,-5%,-13%,?,1%,-3,1%
c1ccc2c(c1)CSc1ccccc1C2C1=NCCN1 (stereo not drawn),5%,2%,0%,8%,-7%,-13,?
Cc1cccc(C)c1NC(=O)CSc1nc2ccccc2c2nc(CCc3c(C)n[nH]c3C)nn12,.,0%,-1%,.,.,-13,0%
Cc1nn(CC#N)c(=O)n1-c1ccc(Cl)cc1,1%,3%,5%,-8%,9%,-36,5%
Cc1ccc(NC(=O)c2cc(S(=O)(=O)N(C)C)ccc2N2CCCC2)cc1S(=O)(=O)N(C)C,.,2%,-4%,?,29%,26,?
CC1CN(C(=O)N2c3ccccc3Sc3ccccc32)CC(C)O1 (stereo not drawn),-7%,-1%,-7%,133%[activator],-12%,?,-6%
O=C(NCc1ccco1)c1c(F)c(F)c(F)c(C(=O)NCc2ccco2)c1F,3%,2%,45µM*,-22%,1%,77,-5%
Cc1cc(C(=O)CC#N)c(C)n1CC(F)(F)F,3%,2%,-1%,-2%,-2%,-12,2%
COc1ccc(CNc2cc(C)nc3ccc(OC)cc23)cc1,-11%,-11%,-2%,-14%,-13%,-14,1%
COc1ccc(S(=O)(=O)NCC(c2ccc3c(c2)OCO3)N2CCOCC2)cc1 (stereo not drawn),.,-17%,10%,-2%,3%,-8,-6%
CCN(CC)c1ccc(/C=C(\C#N)C(=O)c2ccc(Br)cc2)cc1,-3%,0%,-5%,-31%,17%,-65*,-5%
O=C(Nc1ccc(Cl)cc1)N1CCC(c2nc(-c3cccs3)no2)CC1,-11%,0%,11%,2%,1%,14,1%
CN(C(=O)Cn1cc(C(F)(F)F)ccc1=O)c1c(N)n(Cc2ccccc2)c(=O)[nH]c1=O,-1%,0%,0%,-2%,-7%,-8,-4%
O=C(CCN1C(=O)CSc2ccccc21)Nc1cccc(C(F)(F)F)c1,.,1%,-3%,-13%,-7%,3,7%

# Overlap with the part before: six entries, followed by the next part.
SMILES,LmPK inhibitor,TbPYK inhibitor,Sm TGR inh,AmpC no deterg,AMA1 RON2 block,HCMV antiviral,AmpC detergent
COc1ccc(CNc2cc(C)nc3ccc(OC)cc23)cc1,-11%,-11%,-2%,-14%,-13%,-14,1%
COc1ccc(S(=O)(=O)NCC(c2ccc3c(c2)OCO3)N2CCOCC2)cc1 (stereo not drawn),.,-17%,10%,-2%,3%,-8,-6%
CCN(CC)c1ccc(/C=C(\C#N)C(=O)c2ccc(Br)cc2)cc1,-3%,0%,-5%,-31%,17%,-65*,-5%
O=C(Nc1ccc(Cl)cc1)N1CCC(c2nc(-c3cccs3)no2)CC1,-11%,0%,11%,2%,1%,14,1%
CN(C(=O)Cn1cc(C(F)(F)F)ccc1=O)c1c(N)n(Cc2ccccc2)c(=O)[nH]c1=O,-1%,0%,0%,-2%,-7%,-8,-4%
O=C(CCN1C(=O)CSc2ccccc21)Nc1cccc(C(F)(F)F)c1,.,1%,-3%,-13%,-7%,3,7%
CC(SCc1ccccc1)C(=O)Nc1ccccc1F (stereo not drawn),-9%,-8%,0%,-18%,-1%,12,0%
Clc1ccccc1-c1nn2c(Cn3cnc4ccccc43)nnc2s1,2%,-20%,-6%,-4%,14%,-18,-9%
COc1ccc(C2OC(CCc3ccccc3)CC3=C2C(=O)OC(C)(C)O3)cc1 (stereo not drawn),.,-3%,.,.,-2%,4,.
COc1cccc(-c2nc(N3CCCC3)c3ccccc3n2)c1O,5%,-3%,-4%,1%,11%,22,-6%
Cc1ccc(C)c(OCC(=O)NNC(=O)CSC(=S)N2CCCC2)c1,.,-4%,5%,-22%,86%[activator],4,-13%
Cc1ccc(Cl)cc1N1CCN(C(=O)Cc2csc(Nc3nc(=S)[nH]c4ccccc34)n2)CC1,6%,-13%,-1%,-40%,49%[activator],?,-3%
COc1cc(NC(C)CCCN)c2ncccc2c1Oc1ccccc1 (stereo not drawn),1%,1%,-19%,95%[activator],3%,11,-2%
COc1ccc(Cn2c(=O)oc3ccccc32)cc1F,6%,3%,5%,-6%,2%,-30,-3%
CSc1ccc(C(=O)N2CCC(n3nccc3NC(=O)C3CC3)CC2)cc1,1%,2%,0%,-8%,20%,9,-3%
Cc1ccc(-c2nc(NC(=O)CSc3nnc(C)s3)ns2)cc1,-2%,-2%,12%,-29%,-2%,6,-2%
Cc1cccc(C)c1NC(=O)CS(=O)CC(=O)NC1CCN(Cc2ccccc2)CC1 (stereo not drawn),1%,0%,7%,-5%,-6%,34,-7%
Cc1cc(Nc2cccc(Cl)c2C)n2ncnc2n1,-1%,1%,-7%,-10%,17%,3,-6%
CCOC(=O)c1cc(-c2ccccc2)n(-c2cccc(C(=O)Nc3cccc(C(C)=O)c3)c2)c1C,.,-3%[15.4 µM],?,.,.,0,6%
O=C(c1ccc(S(=O)(=O)N2CCCC2)cc1)N(Cc1ccco1)C1CCS(=O)(=O)C1 (stereo not drawn),2%,3%,-26%,2%,0%,-27,6%
CCSc1ccccc1C(=O)Nc1cc(C)on1,0%,-1%,-12%,-16%,3%,32,-23%
COc1ccc(C(=O)N/N=C/C(Br)=C/c2ccccc2)cc1,0%,1%,-8%,-44%,-1%,-65*,?
COc1ccc(-c2noc(COc3ccc(C)cc3C)n2)cc1OC,.,3%,1%,.,.,3,9%
COc1ccc(NC(=O)CSc2nnc(-c3ccncc3)n2C)cc1,3%,-4%,1%,-8%,7%,-9,?
CCN(C(=O)C1CCCN(c2ncnc3c2nc2n3CCCCC2)C1)c1cccc(Cl)c1 (stereo not drawn),4%,0%&0%,-15%&-2%,165%[activator],-10%,-87*!,-3%&20%
C[C@@H](c1ccccc1)N1C[C@H](COCc2ccccc2)Oc2cc(N3CC[C@H](N(C)C)C3)ccc2S1(=O)=O,.,1%,.,.,?,-61*,.
O=C(c1ccc(F)cc1)C1CCN(C(=O)N2CCOCC2)CC1,1%,2%,2%,1%,3%,27,-9%
COc1ccc(C(=O)OC2C[C@H]3CC[C@@H](C2)N3O)cc1OC (stereo partly drawn),2%,-5%,-14%,-15%,5%,-29,-17%
CCn1nc(C(=O)OCC(=O)NC(C)C)c2ccccc2c1=O,-14%,-8%,23%,-12%,-6%,14,8%
Cc1nnc(NC(=O)c2ccc3c(c2)C(=O)N(CC2CCCO2)C3=O)s1 (stereo not drawn),5%,-6%,4%,0%,7%,47,0%
O=C(NC(=S)Nc1ccc(N2CCCCC2)cc1)c1cccs1,1%,7%,40µM*,-57%,?,?,1%
# The list goes on:
SMILES,LmPK inhibitor,TbPYK inhibitor,Sm TGR inh,AmpC no deterg,AMA1 RON2 block,HCMV antiviral,AmpC detergent
COc1ccc(Cn2ccn(CC(=O)Nc3cc(C)ccc3C)c(=O)c2=O)cc1,.,3%,3%,.,.,16,11%
COC(=O)c1ccc2c(=O)[nH]c(COC(=O)c3cccc(S(=O)(=O)N4CCOCC4)c3)nc2c1,.,-4%,-9%,-21%,1%,3,?
O=C(CC12CC3CC(CC(C3)C1)C2)NCO,1%,-10%,3%,-23%,-1%,?,-3%
CCOC(=O)c1csc(COc2ccccc2Cl)n1,-4%,-7%,-2%,-5%,-8%,2,3%
COc1ccc(-c2ccc(SCC(=O)NCc3ccco3)nn2)cc1,1%,4%,-21%,0%,-25%,62,-8%
COc1ccc(C(=O)NCC(c2ccc(Cl)cc2)N2CCCCC2)cc1 (stereo not drawn),.,0%,-3%,.,.,8,17%
O=C(COc1ccc(Cl)cc1)NCCCNC(=O)c1ccccn1,0%,0%,-7%,4%,59%[activator],18,-7%
CCOC(=O)c1c(C2CC2)csc1NC(=O)COC(=O)c1cnc(Cl)c(Cl)c1,-3%,-4%,1%,-20%,2%,20,-9%
COc1ccc(CNc2nc(SCc3ccc(Cl)cc3)nc3ccccc23)cc1,.,4%,10%,.,.,-7,7%
COc1cccc(C(O)c2ncc(-c3ccc(C(F)(F)F)cc3)[nH]2)c1 (stereo not drawn),.,5%,.,.,-1%,10,.
CCc1cccc(NC2c3ccccc3C(=O)N2c2ccc(C)cn2)c1 (stereo not drawn),3%,-9%,13%,6%,-2%,53,-14%
CNC(=O)c1ccc(Nc2nc(-c3ccccc3)nc3ccccc23)cc1,-1%,-4%,7%,7%,12%,-5,?
COC(=O)c1ccccc1S(=O)(=O)N(CCCO)Cc1cc2c(C)ccc(C)c2[nH]c1=O,0%,0%,-18%,159%[activator],2%,.,?
Cc1cc(C)cc(-n2ccn(Cc3ccccc3C)c(=O)c2=O)c1,.,4%,8%,.,.,?,-1%
O=C(CN1CCCCCC1)Nc1cc(C(F)(F)F)ccc1Cl,-16%,6%,-16%,-42%,-11%,?,-6%
COc1cc(S(=O)(=O)n2cnc(C)c2)ccc1Br,4%,-2%,3%,-1%,-4%,-29,-2%
